Assay outcomes: PubChem, several laboratories
Dynein cargo inh – dynein cargo transport inhibition; 3617.4 mouse cells, GR-EGFP nuclear translocation imaging; test concentration mostly 20 µM; stimulated with dexamethasone, 1 µM; hits give low values; z-score, hits read low; hit rate 0.47% among 220,000; AID 1381;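 active = plate z-score of nuclear minus cytoplasmic receptor signal below a set negative limit, without overly bright fluorescence or cell loss, cut at about -3.5 in these data, passing the limit was not always enough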;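 note: z-score of nuclear minus cytoplasmic ring GR-EGFP intensity difference per well; some compounds called inactive have numbers as strong as hits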
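Buffer or medium – tet-free medium with charcoal-stripped serum · Signal – automated 10x imaging of fixed Hoechst-stained cells · Also added – dexamethasone agonist, 1.0 µM final, for 30 min · Incubation – induction 48 h, compound 1 h, agonist 30 min · Read-out – GR-EGFP nuclear translocation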
Hep lipid drop – modulators of hepatic lipid droplet formation; AML12 mouse hepatocytes, oleate lipid droplets, BODIPY imaging; inhibition, % at 6.5 µM; hit rate 0.4% among 240,000; AID 1656;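 active = lipid droplet intensity inhibited by at least 50%, with more than 500 cells counted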
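Assay system: AML12 mouse liver cells | Compound: 6.5 µM single-point dosing | Schedule: Overnight exposure | Technique: Fluorescence imaging, 20x objective, two fields per well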
WT yeast gro inh – growth inhibition of WT yeast, mitochondrial fusion screen; inhibition, % at 10 µM; mitochondrial fusion phenotypic screen, WT strain; hit rate 2.1% among 190,000; in the data active = inhibition above about 58%; tested in S. cerevisiae
XIAP displacement – XIAP antagonists, biochemical, IAP family, fluorescence polarization (AID 1018) | XIAP BIR domain, fluorescence polarization peptide displacement; higher % means a stronger effect | displacement, % at 20 µM; hits with a dose series show IC50 in µM | hit rate 0.007% among 200,000; in the data active = displacement above about 50%; note: a part of the inactive calls stands beside numbers as strong as those of hits
bCat nuc transl – beta-catenin nuclear translocation modulation; hit rate 0.3% among 190,000; HeLa beta-catenin nuclear translocation, immunofluorescence imaging; nuclear translocation activity, % at 5 µM;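 active = nuclear translocation activity above 50% at 5 µM, with a well cell count of 50 or more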;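 note: per-cell ratio of nuclear to cytoplasmic median beta-catenin stain intensity; plate controls were DMSO negative control for no effect and GSK-3 inhibitor IX positive control for full effect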
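Technique: fluorescence imaging of beta-catenin antibody stain plus DAPI / Material: human HeLa cell line / Incubation: compound treatment 24 h, 37°C, 5% CO2 / Read-out basis: % activation of per-cell nuclear versus cytoplasmic median beta-catenin signal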
MT stabilizer – stabilizes microtubules in HeLa cells; HeLa tubulin immunostaining HCS, 24 h; share of cells brighter than vehicle mean+2SD; % tubulin-high responders, % at 10 µM; hit rate 0.83% among 200,000;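 active = plate Z-score above 3 for both tubulin-high and condensed-nucleus cell shares, with cell loss under 80%, at 10 µM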;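 note: anti alpha tubulin signal scored within the nucleus-defined area of each cell; some results filed as inactive read as strong as hits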
CSM14.1 death rescue – protection against thapsigargin-triggered cell killing – 384-well, CSM14.1, ATP luminescence, primary screen (AID 1222). 190,000 tested, under 10 active. CSM14.1 thapsigargin-induced death rescue, ATP luminescence; higher % means a stronger effect. cellular ATP content (survival), % at 20 µM; hits with a dose series show EC50 in µM;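 active = EC50 below 50 µM in the dose-response confirmation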;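 note: death triggered by thapsigargin at about 15 µM added after 2 h compound pretreatment; cell ATP read after overnight thapsigargin exposure of roughly 18 to 22 hours; normalized against plate controls of thapsigargin alone and 5% DMSO vehicle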
Insulin prom up – MIN6 insulin promoter up-regulation. hit rate 0.3% among 190,000. z-score at 5 µM. AID 1625. MIN6 insulin promoter-GFP reporter, high-content imaging; hits give high values;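 active = z-score above 3 at 5 µM with at least 500 cells counted in the well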
Autophagy HCS – modulators of autophagy; calls only at 10 µM (by protocol); hit rate 0.98% among 190,000; MEF GFP-LC3 puncta imaging; test concentration mostly 10 µM; AID 463193;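 active = percentage of spot-positive cells more than 3 SD above its plate mean, without a fluorescence outlier flag or 80% toxicity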;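 note: spot-positive cell cutoff set from DMSO-treated cells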
WT yeast gro inh mutant strain – recorded beside WT yeast gro inh, whose call it bears; inhibition, %; mitochondrial fusion phenotypic screen, mutant strain inhibition
Dynein cargo inh cytoplasmic EGFP – recorded beside Dynein cargo inh, whose call it bears; z-score; measured here: cytoplasmic GR-EGFP intensity; hits give high values
Dynein cargo inh nuclear GR-EGFP – recorded beside Dynein cargo inh, whose call it bears; z-score; measured here: nuclear GR-EGFP intensity;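 lower value marks the stronger effect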
Dynein cargo inh cell count – second read-out of Dynein cargo inh, no call of its own (marks repeat the call); z-score; measured here: cell count per field
Insulin prom up cell count – second read-out of Insulin prom up, no call of its own (marks repeat the call); cell count; measured here: cytotoxicity, nuclei count;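 total cells summed across four imaged fields per well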
Hep lipid drop cells 6.5 µM – also measured in Hep lipid drop; calls as there; cell count; measured here: cell count, cytotoxicity flag;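 cells counted across two imaged fields per well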
bCat nuc transl cell count 5 µM – recorded beside bCat nuc transl, whose call it bears; cell count; measured here: cell count, cytotoxicity flag
MT stabilizer Hoechst-high % – second read-out of MT stabilizer, no call of its own (marks repeat the call); % Hoechst-high responders; measured here: nuclear condensation Hoechst responders;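 share of cells brighter than vehicle mean plus two SD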
MT stabilizer cytotoxicity % – second read-out of MT stabilizer, no call of its own (marks repeat the call); toxicity, %; measured here: cytotoxicity by cell density;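 0% = mean cell density of plate MIN control wells and 100% = no cells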
Autophagy HCS cell loss 18 h – also measured in Autophagy HCS; calls as there; toxicity, %; measured here: cell loss, nuclei count;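 cell loss after 18 h compound exposure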
An asterisk follows results filed as active; i = inactive; . = not tested or not shown; + = active, no number; & = joins results of further samples.

SMILES	Dynein cargo inh	Dynein cargo inh cytoplasmic EGFP	Dynein cargo inh nuclear GR-EGFP	Dynein cargo inh cell count	Hep lipid drop	Hep lipid drop cells 6.5 µM	WT yeast gro inh	WT yeast gro inh mutant strain	XIAP displacement	bCat nuc transl	bCat nuc transl cell count 5 µM	MT stabilizer	MT stabilizer Hoechst-high %	MT stabilizer cytotoxicity %	CSM14.1 death rescue	Insulin prom up	Insulin prom up cell count	Autophagy HCS	Autophagy HCS cell loss 18 h
CC(=O)c1cc(NC(=O)c2ccc(Cl)cc2)c(=O)oc1/C=C/N(C)C	-0.00405	0.023	-0.172	0.197	13.0	629	0.6	2.2	-1.2%	-3.0	1047	2.1	1.0	2.8	-2.9%	.	.	i	1.8
CC(C)CNC(=O)CC(=O)N/N=C/c1ccc(Br)cc1	0.0317	-0.188	-0.21	0.293	-2.6	722	6.4	5.0	-3.2%	-2.9	1312	0.9	1.2	8.6	3.6%	.	.	i	23.0
CCOc1cc2[nH]c(=S)n(Cc3ccc(C)o3)c(=O)c2cc1OCC	-0.636	-0.214	0.222	0.337	8.7	678	13.3	19.3	-5.3%	.	.	3.1	3.8	8.5	-2.6%	-0.64	1283	i	6.2
CN(c1ccccc1)S(=O)(=O)c1cccc(NC(=O)CSc2nncn2C)c1	0.369	0.192	1.08	-0.244	-5.3	433	-7.2	-6.2	-0.9%	-0.1	991	2.2	1.7	7.3	-0.2%	-0.24	1328	i	-0.2
FC(F)Oc1ccc(NC(=S)NNc2ccnc3cc(Cl)ccc23)cc1	-0.846	-0.383	-0.42	0.995	6.1	670	-7.3	12.9	-8.0%	-6.4	1041	3.4	2.6	10.2	-1.5%	0.32	1599	i	-0.6
O=C(N/N=C/c1cccc2nccnc12)c1ccncc1	0.278	-0.255	-0.124	-0.284	-5.9	810	.	.	.	0.2	1359	.	.	.	.	-0.45	1095	.	.
CNC(=O)CCC(=O)Nc1ccc(C)cc1	-0.669	0.0312	-0.1	0.594	-3.5	657	5.4	12.2	1.4%	1.3	1462	2.2	1.6	8.1	-0.2%	0.39	1328	i	8.5
O=C(O)Cn1c(O)c(C=Nc2ccccc2)sc1=S	0.689&-0.876	-0.177&-0.169	0.851&-0.502	1.31&0.932	18.6&5.9	678&822	-1.9&-3.6	-9.8&6.1	1.1%&-5.6%	5.4	1004	3.5&1.7	1.1&1.8	3.7&6.4	1.6%	-0.16	1287	i	1.5&1.3
COc1ccc(C(=O)N/C(=C\c2ccco2)C(=O)NCc2cccnc2)cc1	0.0308	-0.291	-0.393	0.129	-10.5	679	-5.0	-18.4	0.0%	-1.1	984	4.3	1.0	5.3	-3.1%	0.25	1299	i	-9.8
O=C1c2cccnc2C(Nc2ccc(Br)cc2)N1Cc1cccs1 (stereo not drawn)	-0.33	-0.0203	-0.567	0.594	18.4	763	21.8	-4.6	-3.3%	-1.2	1075	2.7	4.0	5.0	-1.9%	1.16	1212	i	4.6
S=C(Nc1ccc(Cl)cc1)NC1CCCCC1	-0.727	-0.254	-0.454	0.524	-2.5	729	.	.	.	-1.3	1346	.	.	.	.	0.58	1279	.	.
Cn1nnnc1SCC(=O)N1CCN(S(=O)(=O)c2ccccc2)CC1	-0.382	-0.339	0.224	2	5.0	692	-8.8	10.3	-3.8%	1.4	1039	3.5	3.1	10.1	-0.7%	-0.61	1195	i	-1.0
COCCN(CC(=O)Nc1ccc(F)cc1)S(=O)(=O)c1ccc(S(=O)(=O)N2CCCC2)cc1	2.33	-0.0484	1.3	-1.63	.	.	-18.3	0.6	-5.6%	-1.3	1447	6.0	3.4	5.4	-0.9%	1.01	1383	i	-4.2
CCc1c(C)nc(SC)n(CC#N)c1=O	2.98	-0.142	1.37	-1.46	17.5	676	18.9	24.6	44.8%	-1.0	1082	1.6	1.9	0.6	-1.1%	-0.47	1851	i	0.4
CCCn1c(SCC(=O)Nc2sc(C)c(C)c2C#N)nnc1C(C)C	0.121	-0.201	0.312	-0.166	.	.	8.0	5.6	-3.2%	2.2	1393	2.5	1.7	6.5	-2.6%	-0.73	1201	i	4.2
COc1ccc(NC(=O)c2ccccc2C(=O)N2CCCCC2)cc1	0.057	-0.312	0.224	0.467	-4.3	616	9.9	7.9	-6.4%	-0.2	1443	3.8	1.0	7.2	0.1%	0.85	1390	i	7.5
Cc1cc(=O)[nH]c2c1c(=O)[nH]n2C1CC(C)N(C)CC1C (stereo not drawn)	0.0345	-0.21	0.00155	0.465	.	.	.	.	-5.5%	-2.9	790	1.5	1.2	3.8	-1.5%	-0.16	1158	i	-4.8
COc1ccc(C(=O)Nc2sc3c(c2C#N)CCN(C(C)=O)C3)cc1	-0.675	-0.13	-0.384	1.09	-7.9	639	-12.3	-3.1	-4.4%	60.0*	487*	14.3*	59.6*	49.7*	1.1%	-0.4	1134	i	2.4
C/C(CC(=O)Nc1ccc(Cl)c(C(F)(F)F)c1)=N\NC(=O)c1ccccc1O	-0.0392	-0.223	0.0314	0.485	-7.1	601	28.6	36.6	0.9%	1.4	1097	4.9	1.9	2.5	0.7%	.	.	i	1.4
Cc1cc(C)n2c(Nc3ccc4c(c3)OCCO4)c(-c3ccccc3)nc2n1	-0.789	1.56	-0.204	0.267	-8.9	731	-7.3	-1.6	-8.1%	.	.	1.1	1.1	16.4	0.9%	0.57	1036	i	7.2
CCOc1ccc(N(CC(=O)N/N=C/c2cc(Br)c(C)o2)S(C)(=O)=O)cc1	-0.231	-0.277	0.0498	0.17	13.2	728	-17.0	0.9	-3.5%	0.5	1614	2.2	2.2	4.9	2.8%	0.83	1536	i	1.8
COc1ccc(CN2CC(C(=O)NCC3CCCO3)CC2=O)cc1 (stereo not drawn)	-0.556	-0.267	-0.245	0.703	-2.0	788	0.4	23.9	-4.5%	.	.	2.0	2.2	6.1	0.0%	1.1	798	i	18.4
Cc1ccc(C(C(=O)NC2CCCC2)N(C(=O)Cc2cccs2)c2cccc(C)c2C)o1 (stereo not drawn)	2.68	-0.121	0.981	-2.47	-5.0	644	13.0	17.6	-20.6%	-2.1	1045	3.2	1.7	4.7	-3.1%	0.24	1931	i	13.5
CCOc1ccc(N(C(C)C(=O)NC2CCCCCC2)S(C)(=O)=O)cc1 (stereo not drawn)	1.35	-0.135	0.839	0.471	0.2	625	4.2	7.1	-6.7%	0.9	991	3.2	1.5	0.5	.	1.14	1332	i	6.3
O=S(=O)(CCSc1ccccn1)c1nc2ccccc2s1	-4.02*	1.02*	-2.25*	-0.585*	-5.4	691	-2.5	11.8	0.7%	.	.	5.1	1.6	4.6	-1.2%	1.18	1168	+	53.4*
O=C(NN1C(=O)/C(=C/c2cccs2)SC1=S)c1ccccc1	0.304	-0.209	-0.0588	-0.138	3.4	658	1.8	-11.0	1.2%	-0.7	1103	4.1	3.3	5.5	-2.3%	-0.04	1520	i	-2.6
CCN1CCCc2cc(CN(CCN3CCOCC3)C(=S)Nc3ccccc3C)ccc21	-0.0946	-0.268	-0.203	0.938	-6.1	763	2.4	15.0	2.2%	-2.6	1089	2.4	1.9	1.9	3.9%	0.06	1208	i	11.2
CC1CCCCN1Cc1ccc(-c2nnn(CC(=O)NC3CCCCC3)n2)cc1 (stereo not drawn)	0.476	-0.106	0.396	-0.299	-2.2	770	-8.7	-1.4	-5.7%	3.5	502	3.8	2.6	6.0	-2.8%	.	.	i	3.1
CS(=O)(=O)Nc1ccc(C(=O)NCCSCc2ccccc2)cc1	-0.0723	-0.281	0.0801	-0.177	4.9	732	7.1	3.4	-3.9%	1.3	976	1.7	1.5	0.6	0.7%	1.23	1383	i	14.7
CCOc1ccc(S(=O)(=O)NC2CCCCCC2)cc1	-0.777	-0.249	-0.302	1.11	-0.5	743	-5.8	16.8	-2.5%	-2.9	1097	2.2	1.5	0.4	0.6%	-0.33	1444	i	11.9
COCCn1c(C)cc(C(=O)CSc2nncn2-c2ccccc2)c1C	0.785	-0.21	0.659	-0.608	.	.	13.2	-12.9	-3.0%	-5.7	837	1.7	1.9	12.3	1.1%	-1.05	1318	i	15.9
Cc1cc(C)n(-c2ccc(S(=O)(=O)N3CCCC3)cc2[N+](=O)[O-])n1	-0.769	-0.21	-0.241	1.03	7.1	739	.	.	.	1.7	1345	.	.	.	.	-0.43	1073	.	.
CN(CC(=O)Nc1ccc(S(=O)(=O)N(C)C)cc1)Cc1ccc(C(F)(F)F)cc1	0.998	-0.234	0.356	-1.47	1.1	675	-10.4	-5.5	-4.6%	-3.5	1073	4.0	1.4	5.8	0.1%	-1.26	1558	i	-8.5

Ordered by value in WT yeast gro inh mutant strain (high to low): some entries from above.
structure | Dynein cargo inh | Dynein cargo inh cytoplasmic EGFP | Dynein cargo inh nuclear GR-EGFP | Dynein cargo inh cell count | WT yeast gro inh mutant strain | XIAP displacement | MT stabilizer Hoechst-high %
CCN1CCCc2cc(CN(CCN3CCOCC3)C(=S)Nc3ccccc3C)ccc21 | -0.0946 | -0.268 | -0.203 | 0.938 | 15.0 | 2.2% | 1.9
CCOc1ccc(N(CC(=O)N/N=C/c2cc(Br)c(C)o2)S(C)(=O)=O)cc1 | -0.231 | -0.277 | 0.0498 | 0.17 | 0.9 | -3.5% | 2.2
CN(CC(=O)Nc1ccc(S(=O)(=O)N(C)C)cc1)Cc1ccc(C(F)(F)F)cc1 | 0.998 | -0.234 | 0.356 | -1.47 | -5.5 | -4.6% | 1.4
